Fh CTSL1 inh – counter-screen for PFM18AAP inhibitors: inhibitors of F. hepatica cathepsin L1; recombinant F. hepatica cathepsin L1, Z-Leu-Arg-MCA fluorescence; inhibition, % at 5.96 µM; actives 0.49% (n = 300,000); AID 1906;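 active means inhibition above the mean of all tested compounds plus 3 SD, set per screening campaign, cut at about 17% in these data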;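 further: 0% = plate median of test compound wells and 100% = 1 µM Z-Phe-Ala-diazomethylketone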
JMJD2C inh – inhibitors of human GASC-1 (JMJD2C) demethylase | Q9H3R0 | GST-JMJD2C(1-420) H3K9me3 demethylation, DELFIA europium | inhibition, % at 2.35 µM | actives 0.069% (n = 330,000);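 active means more than half of a compound's replicate wells show inhibition beyond 50%, single wells judged on their own value; inconclusive means some, but no more than half, of replicates pass 50% inhibition; inactive means no replicate passes 50% inhibition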;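 further: signal counts dimethyl H3K9 product captured on neutravidin plate; 0% = median of DMSO wells and 100% = 0.3 times that DMSO median; strong numbers were not always called active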
PP1 counter – counter-screen for PP5 inhibitors: inhibitors of human PP1-alpha; P62136; purified PP1alpha, OMFP fluorescence; inhibition, % at 6.7 µM; actives 0.9% (n = 320,000); AID 2235;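 active means inhibition above the mean inhibition of all tested compounds plus 3 SD, computed separately for each screening campaign, cut at about 15% in these data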
proCasp3 act – procaspase-3 (human) activation | P42574 | recombinant procaspase-3 D3A, Ac-DEVD-pNA absorbance 405 nm | activation, % at 8.5 µM | actives 0.11% (n = 330,000);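 active means activation above the mean of all tested compounds plus 3 SD, cut at about 21% in these data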;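 further: 0% = DMSO alone and 100% = DMSO wells spiked with extra 5 µM PC-3 D3A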
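System: Procaspase-3 D3A mutant. Medium: Zinc-free 300 mM NaCl, 50 mM HEPES, 0.01% Triton X-100. Schedule: 1 h preincubation plus 2 h reaction at 25 °C. Measured by: 405 nm absorbance of p-nitroaniline, reads at 0 and 120 min. Read-out: percent activation relative to control range.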
HCV core dimer – HCV core protein dimerization inhibition; TR-FRET GST/Flag-core106 dimerization, 1536-well; inhibition, % at 5 µM; actives 0.33% (n = 300,000); AID 1899;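 active means inhibition above the mean of all tested compounds plus 3 SD, set per screening campaign, cut at about 45% in these data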
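System – GST-tagged and Flag-tagged HCV core protein residues 1-106 · Repeats – one well for each compound · Technique – TR-FRET 671 and 617 nm emission · Doses – one concentration, 5 µM, in 0.5% DMSO · Times – 4 h, 22.5 °C incubation · Also added – Eu donor and XL665 acceptor anti-tag antibodies · Measure – percent inhibition of core106 dimerization signal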
PP5 inh – blocks human protein phosphatase 5 activity; P53041; purified PP5c, OMFP substrate fluorescence; inhibition, % at 6.7 µM; actives 0.18% (n = 320,000);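 active means inhibition above the campaign's mean inhibition across all tested compounds plus 3 SD, cut at about 9.5% in these data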;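 further: 0% = DMSO only and 100% = 100 µM cantharidin control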
VLA-4 inh – inhibition in a human VLA-4 binding assay | P13612 | VLA-4 expressing cells, ligand binding flow cytometry | inhibition, % (about 7 µM as worked out from the volumes in the protocol) | actives 0.2% (n = 330,000) | AID 2557; in the data active means inhibition above about 50%
Target sequence (P13612 whole entry, looked up): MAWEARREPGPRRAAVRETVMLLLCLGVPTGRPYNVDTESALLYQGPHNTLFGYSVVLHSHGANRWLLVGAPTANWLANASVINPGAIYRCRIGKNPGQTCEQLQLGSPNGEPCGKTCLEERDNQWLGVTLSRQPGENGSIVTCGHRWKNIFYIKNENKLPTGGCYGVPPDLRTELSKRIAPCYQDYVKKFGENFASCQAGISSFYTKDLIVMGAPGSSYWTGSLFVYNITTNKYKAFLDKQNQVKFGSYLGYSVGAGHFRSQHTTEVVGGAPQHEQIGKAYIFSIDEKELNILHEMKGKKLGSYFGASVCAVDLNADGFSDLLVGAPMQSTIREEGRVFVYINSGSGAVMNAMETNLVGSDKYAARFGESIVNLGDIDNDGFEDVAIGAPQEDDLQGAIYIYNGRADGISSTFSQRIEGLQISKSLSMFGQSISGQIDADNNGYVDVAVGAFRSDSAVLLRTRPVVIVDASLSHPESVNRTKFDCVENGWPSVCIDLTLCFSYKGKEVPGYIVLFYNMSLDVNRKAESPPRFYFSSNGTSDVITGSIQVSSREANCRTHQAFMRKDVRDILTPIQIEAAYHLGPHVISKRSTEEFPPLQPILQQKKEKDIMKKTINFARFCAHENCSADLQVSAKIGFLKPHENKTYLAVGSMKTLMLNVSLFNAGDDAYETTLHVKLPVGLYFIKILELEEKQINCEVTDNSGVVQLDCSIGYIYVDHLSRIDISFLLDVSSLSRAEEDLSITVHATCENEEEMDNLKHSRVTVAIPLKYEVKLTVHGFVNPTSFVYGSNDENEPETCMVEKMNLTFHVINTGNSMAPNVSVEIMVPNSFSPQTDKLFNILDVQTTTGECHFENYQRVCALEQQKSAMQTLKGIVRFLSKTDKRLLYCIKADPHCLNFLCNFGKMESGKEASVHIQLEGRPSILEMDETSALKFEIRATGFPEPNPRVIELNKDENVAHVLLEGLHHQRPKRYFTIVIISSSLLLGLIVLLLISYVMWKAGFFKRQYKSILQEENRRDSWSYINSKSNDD
GRK2 inh – blocks RNA aptamer binding to human GRK2. actives 0.59% (n = 330,000). inhibition of aptamer binding, % at 10 µM. P25098. bead flow cytometry, FAM-aptamer displacement from GRK2;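 active means inhibition of aptamer binding above 40%, roughly 3 SD of noise, on plates passing a quality check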;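 further: median bead fluorescence of bound FAM aptamer so fluorescent compounds give negative values; no value below 0 was filed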
procasp7 counter – activates human procaspase-7, counter-screen for procaspase-3 activators; recombinant procaspase-7, Ac-DEVD-pNA absorbance 405 nm; D23A/D198A/D206A triple mutant, cannot self-cleave; scale: DMSO 0, 5 µM enzyme 100; activation, % at 8.5 µM; actives 0.093% (n = 330,000); AID 463210;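 active means percent activation above the screen-wide mean plus 3 SD, cut at about 25% in these data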
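Replicates: singlicate. Assay system: Procaspase-7 triple mutant (PC-7 D3A). Signal: 405 nm absorbance of p-nitroaniline. Times: 1 h preincubation, 2 h reaction. Buffer or medium: Zinc-free HEPES pH 7.4 with 300 mM NaCl, 0.01% Triton X-100. Also added: DEVD-pNA substrate. Benchmarks: DMSO wells as 0%, DMSO with 5 µM added PC-7 as 100%.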
* hit, by the source's call; ? = inconclusive; . = not tested or not shown.

Molecule,procasp7 counter,VLA-4 inh,PP5 inh,JMJD2C inh,HCV core dimer,GRK2 inh,proCasp3 act,Fh CTSL1 inh,PP1 counter
COc1cc(NC(=O)c2sc(C)nc2C)c(OC)cc1NC(=O)c1ccccc1,4,-20,-0.7,-3,-4,1,7,3,-3
COc1ccc(CC(=O)OCc2csc(CC(=O)Nc3ccc(C)cc3)n2)cc1,-7,6,.,-2,.,0,7,.,.
COC(=O)c1cccc(S(=O)(=O)N2CCC(NC(=O)Nc3cccc(F)c3)CC2)c1,4,23,-3.0,-3,-15,4,-1,5,-13
CCCCn1c(N)c(N(CC(C)C)C(=O)C2CC(=O)N(c3ccc(CC)cc3)C2)c(=O)[nH]c1=O (configuration not stated),1,-8,-0.9,5,-1,0,9,11,0
CC(NC(=O)CNC(=O)c1cccc(Cl)c1)c1ccccc1 (configuration not stated),-12,3,-1.1,-20,-2,0,-4,3,-2
CN(CC(=O)Nc1ccccc1Br)C(=O)c1ccncc1,-7,1,-2.0,17,-8,0,-2,1,0
CCc1ccccc1NC(=S)NCC1CCN(c2ccc(OC)cc2)C1 (configuration not stated),-22,-5,1.8,-6,-9,2,-8,2,8
N#Cc1ncc(C(F)(F)F)cc1Sc1ccccc1N,15,4,2.4,-7,4,0,5,0,-5
Cc1c(Br)ccc(NC(=O)COc2ccccc2C(N)=O)c1C,-1,3,-0.3,0,-6,0,2,6,-1
O=C(Nc1ccc2nc(-c3ccccn3)[nH]c2c1)C1CCCCC1,6,-19,1.1,-11,-2,2,7,3,10
COc1ccc(CNC(=O)c2cc(-c3ccccc3O)n[nH]2)cc1,1,5,0.9,-3,11,0,4,-2,-1
COc1cccc(OCCCCN2CCCCC2)c1,-8,3,5.1,55,5,0,-2,-2,-8
CCCCC(=O)Nc1ccc(C(=O)Nc2ccc(S(=O)(=O)Nc3ccc(C)cc3)cc2)cc1,-1,12,-1.6,-2,19,0,4,0,-1
Cc1[nH]c2ccc(C(=O)NCC(C)(C)N3CCOCC3)cc2c1C,5,13,-0.3,4,4,6,-8,0,1
COC(=O)C1=C(C)n2cnnc2NC1c1ccc(Cl)cc1 (configuration not stated),4,-17,0.6,-8,-3,2,8,0,-1
CCNC(=O)NC(=O)CSc1ccc2ccccc2c1,1,-1,2.6,-5,0,0,-3,0,0
COc1ccccc1NC(=O)Cn1nc(-c2ccc(Cl)cc2)c2ccccc2c1=O,-3,-1,5.4,7,22,7,-7,0,-6
CCC1CCCCN1Cc1ccc(OC)c(C)c1C (configuration not stated),-3,12,1.5,4,2,0,-11,4,2
CC(O)C(=O)N/N=C/c1ccccc1C(=O)O (configuration not stated),-1,12,-0.5,74,0,0,-5,-1,-2
CCOc1ccccc1NC(=O)/C(C#N)=C/c1c(C)nn(-c2ccccc2)c1Cl,4,5,-0.2,8,6,1,-10,-6,-5
COCCN1C(=O)N[C@@H](c2ccccc2)[C@H](C(C)=O)[C@H]1C,2,-12,1.0,-2,-12,1,-2,-2,0
COC(=O)c1[nH]c2ccccc2c1NC(=O)CN1CCCCCC1,6,12,3.0,37,-3,0,9,0,-2
COC(=O)CCCC1=CC2=C(c3ccccc3)C(=O)C(C)(OC(=O)C3CCCC3)C(=O)C2=CN1CC1CC1 (configuration not stated),-7,-10,2.9,2,-5,0,11,7,5
O=C(NC1CCCC1)C(c1ccc(Cl)cc1)N1CCc2ccccc21 (configuration not stated),-3,8,-0.5,1,2,1,1,-2,-1
O=C(N/N=C1/CC2CCC1C2)c1cc2ccccc2cc1O (configuration not stated),-5,-10,0.0,1,3,7,-3,3,5
OC[C@H]1O[C@H](OCCc2ccc(O)cc2)[C@H](O)[C@@H](O)[C@@H]1O,6,2,.,-4,.,0,0,.,.
O=C(CSc1ccccc1)N1CCC(N2CCC(C(=O)N3CCCC3)CC2)CC1,-1,13,-1.1,?,-1,0,-1,2,-4
CN(C)c1ccc(C(=O)OCC(=O)NCCCc2ccccc2)cc1,13,1,1.2,-18,4,0,-3,-3,1
CCOc1nc(-c2ccccc2)ccc1-c1noc(COC)n1,11,7,2.6,-3,1,3,8,0,3
O=C1c2ccccc2NC2(CCCC2)N1N=C1CCCC1,-6,1,0.7,-7,2,0,-1,-1,-5
COc1ncnc2c1ncn2CC1COC(C)(C)O1 (configuration not stated),5,8,-2.2,0,0,2,-2,5,-5
Cc1ccc(NC(=O)c2cccc(S(=O)(=O)N3CCc4ccccc4C3)c2)nc1,3,1,1.4,3,1,3,-9,-3,1
COc1ccccc1NC(=O)CSc1ccc(-c2ccco2)nn1,-14,-1,-0.1,1,17,4,-8,4,-4
CC(C)C(c1nnnn1C1CCCC1)N1c2ccccc2CC1C (configuration not stated),-4,3,3.2,0,0,1,-2,2,5
Cc1oc2cc3c(C(=O)N4CCCCC4)c(C)oc3cc2c1C(=O)N1CCCCC1,10,6,1.2,0,-2,0,5,-4,-3
COC(=O)c1nccnc1C(=O)Nc1ccccc1N1CCOCC1,3,-10,0.8,-2,-2,0,-8,0,3
COc1cccc(CNC(=O)CCCn2nc(C)c3c(C)n(-c4ccc(C)cc4)nc3c2=O)c1OC,-2,11,0.6,0,-12,0,-3,-1,-1
O=C(Nc1ccccc1Cl)C1CCCN(S(=O)(=O)c2ccc(F)cc2)C1 (configuration not stated),2,-3,7.0,2,-1,0,2,-10,0
COc1ccc(N2CCN(C(=O)CCc3nc(-c4ccc(C)cc4)no3)CC2)cc1,10,-25,-1.3,2,0,0,2,14,-1
CC(C)N(CCn1c(SCC(=O)Nc2cccnc2Cl)nc2ccccc2c1=O)C(C)C,7,36,-2.2,0,.,42*,7,.,-1
C#CCO[C@@H]1C[C@H](n2cnc3c(=O)[nH]c(NC(=O)C(C)C)nc32)O[C@@H]1CO,18,15,1.2,-33,-5,0,5,-5,1
Cc1ccccc1C(=O)Nc1ccc(C(=O)N/N=C/c2ccc(F)cc2)cc1,8,3,-2.7,7,4,0,2,-1,-1
CCOc1ccc(NS(=O)(=O)c2ccc(OCC(=O)N3CCCC3)cc2)cc1,12,8,-1.7,97,-3,0,16,3,4
O=C(CN1CCC(O)(c2ccc3c(c2)OCO3)CC1)N1CCOCC1,10,5,-0.6,-2,1,0,-11,-4,-6
CN(C)N1C(N)=C(C#N)C(c2ccc(F)cc2)C2=C1CC(C)(C)CC2=O (configuration not stated),11,3,1.9,42,4,3,2,-3,0
CCOCc1nnc(NC(=O)c2ccc(NC(C)=O)cc2)s1,2,-17,0.4,-2,9,2,8,2,1
COc1ccc(/C=C(/NC(=O)c2ccco2)C(=O)N2CCOCC2)cc1,10,12,-3.2,2,-5,0,5,-25,-4
CCOc1c(C(=O)CC)cc2c(C)cc(=O)oc2c1C,5,-6,-1.2,7,2,3,5,0,-3
Cn1c(SCC(=O)NCc2ccco2)nnc1C1CCCC1,-5,3,-3.6,-1,8,2,-1,-2,-1
COc1ccc(C2(C(=O)Nc3ccc(OC)cc3OC)CCCC2)cc1,0,9,0.6,-39,3,0,0,-1,2

The list continues.
Molecule,procasp7 counter,VLA-4 inh,PP5 inh,JMJD2C inh,HCV core dimer,GRK2 inh,proCasp3 act,Fh CTSL1 inh,PP1 counter
COC(=O)c1ccc(Nc2c([N+](=O)[O-])c(=O)oc3ccccc23)cc1,11,3,1.4,-1,-3,0,-8,-2,-2
CNC(=O)C1(C(F)(F)F)C/C(=C\CCO)CCCO1 (configuration not stated),-2,19,1.9,-3,-18,0,7,18*,4
COc1ccccc1N/N=C/c1c(CO)cnc(C)c1O,-5,5,5.2,1,-25,2,-3,2,1
CC(C)COC(=O)c1nnsc1NC(=O)Nc1ccccc1,-7,8,-0.3,0,18,0,10,-1,2
COc1ccc(C(=O)NCCNc2ccccc2[N+](=O)[O-])cc1,1,13,1.4,7,-1,0,4,4,1
CCOc1ccc(NC(=O)Cc2nnc(SCC(=O)N3CCOCC3)n2C)cc1,-3,13,-0.6,3,1,7,7,1,-1
Cc1ccc2c(c1)[C@@H]1[C@H](CO2)[C@H](c2ccccc2)[C@]2(C)C(=O)N[C@H](C)C(=O)N12,-1,-6,.,-24,.,0,-2,.,.
COc1ccc(N(C(=O)Cc2cccs2)C(C(=O)NC2CCCC2)c2ccncc2)cc1 (configuration not stated),1,13,0.8,6,10,1,-3,-5,-5

An excerpt from above with just procasp7 counter, HCV core dimer and proCasp3 act:
molecule,procasp7 counter,HCV core dimer,proCasp3 act
COC(=O)c1ccc(Nc2c([N+](=O)[O-])c(=O)oc3ccccc23)cc1,11,-3,-8
CNC(=O)C1(C(F)(F)F)C/C(=C\CCO)CCCO1 (configuration not stated),-2,-18,7

Assay outcomes from PubChem BioAssay.
